Screening data as filed in PubChem BioAssay.
CHRM1 agonist – agonists of human M1 muscarinic receptor. P11229. CHO-K1 hM1, Fluo-8 calcium fluorescence, agonist mode; 0% DMSO, 100% acetylcholine EC100. activation, % at 3 µM. 0.33% of 360,000 active. AID 588814;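 active means activation above the run's mean compound activation plus 3 SD, cut at about 16% in these data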;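 further: peak over basal fluorescence ratio within a 140 s kinetic read after compound addition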
TAAR1 ag – human TAAR1 agonism. Q96RJ0. CHO RD-HGA16 TAAR1, Fluo-8 calcium fluorescence; vehicle wells 0%, saturating PEA agonist 100%. activation, % at 3 µM. 0.99% of 360,000 active. AID 624467;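 active means activation above the mean activation of all test compounds in the run plus 3 SD, cut at about 38% in these data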
Target sequence (Q96RJ0 whole entry, looked up): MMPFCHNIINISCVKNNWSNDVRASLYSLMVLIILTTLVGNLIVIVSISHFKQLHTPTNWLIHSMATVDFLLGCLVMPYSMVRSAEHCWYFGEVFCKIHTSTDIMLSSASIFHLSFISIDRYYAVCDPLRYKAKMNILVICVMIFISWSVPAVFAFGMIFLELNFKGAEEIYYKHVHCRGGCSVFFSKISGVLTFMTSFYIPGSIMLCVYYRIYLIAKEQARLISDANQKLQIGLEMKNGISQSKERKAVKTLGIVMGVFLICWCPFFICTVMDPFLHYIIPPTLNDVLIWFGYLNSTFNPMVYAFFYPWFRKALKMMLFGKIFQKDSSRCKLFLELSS
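test system = CHO RD-HGA16 cells carrying human TAAR1 plus Gα16 | schedule = 17-24 h seeding, 75 min 37 °C dye, 30 min RT | compound dosing = 3 µM single concentration | control set = DMSO and PEA EC100 | replicates = n 1 | signal = Fluo-8 fluorescence, 5 s baseline then 140 s kinetic read | measure = percent activation vs PEA EC100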
CHO-K1 Ca ag – counter-screen for M1 agonists: effect in parental CHO-K1 cells; Fluo-8 calcium fluorescence; scaled to maximal ATP response, vehicle zero; AID 602248; activation, % at 3 µM; 0.48% of 360,000 active; in the data active means activation above about 15%;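 further: untransfected CHO-K1 host cells lacking M1 receptor as counterscreen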
CHO-K1 Ca antag – counter-screen for M1 antagonists: effect in parental CHO-K1 cells; ATP-induced calcium, Fluo-8 fluorescence; inhibition, % at 3 µM; 0.6% of 360,000 active;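 active means inhibition above a per-plate cutoff, the plate's mean sample inhibition plus 3 SD, cut at about 24% in these data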;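 further: 0% = DMSO plus EC80 ATP and 100% = DMSO alone without ATP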
CHO parental Ca – counter-screen: ATP calcium response change in parental CHO cells. parental CHO-K1, ATP-induced calcium, Fluo-8 fluorescence. inhibition, % at 5.6 µM. 0.63% of 330,000 active. AID 463079;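 active means inhibition above that plate's mean sample inhibition plus 3 SD, cut at about 26% in these data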;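 further: 0% = ATP-challenged DMSO wells and 100% = DMSO wells without ATP; some compounds past the cut are filed as inactive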
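material = parental CHO cells | also added = ATP as calcium-mobilizing challenge | dosing = single point at 5.6 µM | detection = intracellular calcium via Fluo-8 no-wash fluorescent dye | read-out = % inhibition | benchmarks = low control ATP plus DMSO, high control DMSO only | repeats = one well per compound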
TAAR1 antag – antagonists of human TAAR1; CHO RD-HGA16 TAAR1, Fluo-8 calcium fluorescence, antagonist; inhibition, % at 3 µM; 1.5% of 360,000 active;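 active means inhibition above a per-plate cutoff, the mean inhibition of test compounds on that plate plus 3 SD, cut at about 49% in these data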;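 further: 0% = DMSO plus EC80 beta-PEA response and 100% = DMSO alone without agonist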
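Test system – hTAAR1-expressing CHO RD-HGA16 cells, Gα16-coupled · Also added – β-PEA at EC80 concentration, post-compound challenge · Compound – 3 µM, single point · Incubation – dye loading 75 min at 37 °C, then 30 min room temperature · Measured by – Fluo-8 intracellular calcium dye fluorescence, real-time kinetic reads · Benchmarks – vehicle and agonist controls · Replicates – singlicate, one well per test compound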
CHO-K1 Ca PAM – counter-screen for M1 PAMs: effect in parental CHO-K1 cells; ATP EC20, Fluo-8 calcium fluorescence; 0% at ATP EC20, 100% at ATP max; activation, % at 3 µM; 0.02% of 360,000 active; AID 602247;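 active means activation above the run cutoff, the mean activation of all test compounds plus 3 SD, cut at about 40% in these data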;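 further: peak over basal fluorescence ratio in a 140 s read after ATP addition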
M1 antag – human CHRM1 antagonism | P11229 | CHO-K1 hM1, Fluo-8 calcium fluorescence, ACh EC80 antagonist | 1.3% of 360,000 active | inhibition, % at 3 µM;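 active means percent inhibition above its own plate's cutoff, namely the mean of that plate's compound wells plus 3 SD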;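 further: peak over basal fluorescence ratio during 140 s after agonist addition; 0% = ACh EC80 plus DMSO and 100% = DMSO alone without agonist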
OXTR potentiator – potentiates the human oxytocin receptor response. CHO-OTR cells, Fluo-8 calcium fluorescence, potentiator mode; 0% = oxytocin EC15, 100% = EC100. activation, % at 3 µM. 0.061% of 320,000 active. AID 2445;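 active means activation above that plate's cutoff, the mean activation of tested compounds plus 3 SD, cut at about 6.6% in these data, passing the limit was not always enough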;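 further: 100% uses oxytocin at 75 nM as the full agonist control; some results filed as inactive read as strong as hits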
Target sequence (P30559 whole entry, looked up): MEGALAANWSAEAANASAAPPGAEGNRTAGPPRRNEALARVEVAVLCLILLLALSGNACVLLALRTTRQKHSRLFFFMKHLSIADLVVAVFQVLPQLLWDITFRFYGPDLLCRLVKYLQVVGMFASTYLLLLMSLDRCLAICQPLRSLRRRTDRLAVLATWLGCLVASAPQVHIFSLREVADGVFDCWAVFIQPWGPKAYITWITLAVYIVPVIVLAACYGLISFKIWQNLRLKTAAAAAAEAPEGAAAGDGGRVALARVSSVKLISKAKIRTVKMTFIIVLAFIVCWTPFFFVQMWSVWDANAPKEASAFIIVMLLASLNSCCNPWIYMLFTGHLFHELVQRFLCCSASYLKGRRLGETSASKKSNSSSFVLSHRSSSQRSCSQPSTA
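Assay system: CHO cell line stably expressing human OTR | Also added: Oxytocin at about EC15, sub-maximal agonist stimulus | Times: Compound 6 min at room temperature before oxytocin, 100 s read | Measured by: Fluo-8 intracellular calcium fluorescence, ex 470-495, em 515-575 nm | Controls: EC15 oxytocin alone as 0%, 75 nM oxytocin as 100%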
* marks the source's active call; other numbers are inactive results; x = no result given.

SMILES | CHRM1 agonist | TAAR1 ag | CHO-K1 Ca ag | CHO-K1 Ca antag | CHO parental Ca | TAAR1 antag | CHO-K1 Ca PAM | M1 antag | OXTR potentiator
COc1cc(/C=C2/C(=N)N3C=CSC3=NC2=O)ccc1OCCCOc1cc(C)ccc1C | -7 | 9 | 0.9 | -9 | -15 | 41 | 17 | -8 | -1
CCn1c(SCC(=O)c2cccs2)nnc1-c1ccco1 | -3 | 4 | -0.1 | 13 | -12 | 8 | -8 | 4 | -12
Cc1ccc(C(=O)Nc2ccccc2C(=O)NC(Cc2c[nH]c3ccccc23)C(=O)O)cc1 (configuration not stated) | -5 | 3 | -0.3 | -5 | -20 | -12 | 10 | -2 | -13
Cc1oc(-c2ccccc2)nc1C(=O)OCC(=O)NCc1ccc(Cl)cc1 | -5 | -2 | 0.1 | -20 | -4 | -27 | 13 | -6 | -5
Cc1ccc(-c2nc(CN(C)C)cc(CN(C)C)c2O)cc1 | 2 | 9 | -0.5 | 1 | -10 | 10 | 0 | -31 | 2
O=C(c1ccc(F)c(S(=O)(=O)N2CCOCC2)c1)N1CCN(c2ncccn2)CC1 | -5 | 5 | 0.6 | -15 | -6 | -4 | 7 | -8 | -4
Nc1ccc(C(=O)N/N=C/c2cn(Cc3cccc(F)c3)c3ccccc23)cc1 | -3 | -1 | 2.2 | -6 | x | 22 | 7 | 1 | x
CCN(C(=O)COC(=O)c1ccc(SC)cc1OC)C1CCS(=O)(=O)C1 (configuration not stated) | -7 | 1 | 2.3 | -5 | -9 | -16 | 13 | 21 | -1
Clc1ccc(OCCCN2CCCCC2)c(Br)c1 | -8 | 6 | 6.1 | 0 | -8 | -16 | 21 | -3 | -6
O=c1[nH]c(=S)[nH]c2c1C(c1cccc(C(F)(F)F)c1)OC(CCc1ccccc1)C2 (configuration not stated) | x | 4 | 3.1 | -2 | x | 9 | 15 | x | x
COc1cccc(C(c2sc3ncnn3c2O)N2CCc3ccccc3C2)c1 (configuration not stated) | -8 | 73* | 1.1 | -3 | -16 | -22 | 8 | 3 | -6
COc1cc2c(cc1NC(=O)Cc1ccc(C)cc1)oc1ccccc12 | -7 | 9 | -0.3 | -5 | -6 | -10 | 12 | 1 | -7
Cc1cc(C)c2cc(CN(CC3CCCO3)C(=S)NCc3ccco3)c(=O)[nH]c2c1 (configuration not stated) | -5 | 4 | 1.6 | -10 | -28 | 9 | 8 | -8 | -12
COc1ccc(C2CC(=O)c3c([nH]c(C(=O)OC(C)C)c3C)C2)cc1OC (configuration not stated) | 1 | 5 | 2.1 | -3 | -5 | 3 | 6 | -5 | -8
COC(=O)CN(C#N)c1nc(N(C)C)nc(N(C)C)n1 | -4 | -2 | -0.3 | -18 | -10 | 21 | -1 | -14 | 0
N=c1scc(-c2ccccc2)n1/N=C/c1ccco1 | x | 4 | x | x | -5 | -5 | x | x | -4
CN(C)C1NC(=O)c2cc(-c3ccccc3)sc2N1 (configuration not stated) | -4 | 5 | 0.1 | -11 | -18 | -15 | 0 | 0 | -1
COC(=O)c1ccc(OCC(O)CN2CCN(CC(O)COc3ccc(C(=O)OC)cc3)CC2)cc1 (configuration not stated) | -7 | 16 | 5.5 | -13 | -15 | 1 | 4 | -9 | -8
CCOC(=O)Nc1ccc(S(=O)(=O)Nc2nc(C)cc(C)n2)cc1 | -4 | 7 | 0.0 | -13 | 1 | 4 | -3 | -2 | -6
Cn1c(=O)cc(OCC(=O)N2CCC(N3CCCCC3)CC2)c2ccccc21 | -12 | 2 | 0.0 | 1 | -5 | -7 | 3 | -2 | 5
O=C(Nc1cccnc1Cl)c1cc(-c2ccc(O)cc2)on1 | 6 | -1 | 1.8 | -19 | 16 | 2 | -10 | -14 | -5
CC1(C)C(=S)N(Cc2ccccc2)c2ccccc21 | -4 | 1 | 0.9 | -9 | -14 | 23 | 18 | -9 | -1
CC(C(=O)Nc1ccc(N2CCOCC2)cc1)N1C(=O)NC(C)(C)C1=O (configuration not stated) | -1 | 2 | 0.1 | -21 | -7 | 0 | 26 | -17 | -2
COc1cc2c(cc1O)C(Cc1ccc(O)cc1)[N+](C)([O-])CC2 (configuration not stated) | -3 | 7 | -0.2 | -9 | -6 | 2 | 1 | -3 | -4
C=C(C)C(=O)N1CC2(CC(c3cccc(NC(=O)CC)c3)=NO2)C[C@H]1C(N)=O (some centres not stated) | -4 | x | -0.3 | 13 | -5 | x | -23 | 10 | -6
O=S(=O)(c1ccccc1F)N1CCN(c2nc(-c3cccnc3)nc3ccccc23)CC1 | -2 | 13 | 6.4 | 6 | -23 | 57* | 7 | 27 | -2
O=C(N/N=C/C1CC=CCC1)c1cc(Br)ccc1O (configuration not stated) | -2 | 4 | 1.9 | -7 | -13 | 4 | 21 | -3 | -5
COc1ccccc1C(O)(c1ccccc1)C(CN1CCOCC1)c1ccccc1 (configuration not stated) | -6 | 9 | 0.1 | 2 | -21 | -7 | -13 | 10 | -6
CCOC(=O)[C@@H]1[C@H]2COc3ccccc3[C@@H]2N2C(=O)N(c3ccc(Cl)cc3)C(=O)[C@]12C | -7 | -1 | -0.4 | -9 | -23 | -15 | 14 | 2 | -4
Nc1c(C(=O)NCc2ccc3c(c2)OCO3)nnn1-c1ccc(OC(F)(F)F)cc1 | -3 | 5 | 5.3 | 8 | -11 | -4 | 13 | 10 | -4
COc1cccc(Oc2ncnc(N)c2[N+](=O)[O-])c1 | -4 | 1 | 1.2 | -13 | 2 | -13 | -6 | -9 | -12
CS(=O)(=O)n1nc(OC(=O)c2cccc3ccccc23)cc1N | -3 | 6 | -0.7 | 12 | -12 | 4 | -6 | -23 | -5
C=CCNC(=O)c1ccccc1NC(=O)c1ccc(Cl)c(S(=O)(=O)Nc2cc(C)ccc2C)c1 | -4 | 5 | 0.3 | -6 | -6 | 40 | -8 | 23 | -4
Cc1cc2nc(-c3cccnc3SCC(=O)NC3CC3)[nH]c2cc1C | x | 5 | x | x | -2 | 11 | x | x | -14
CC1CCc2nc(N)c(C#N)c(-c3cccn3C)c2C1 (configuration not stated) | -6 | 14 | 0.3 | -8 | -20 | -5 | 6 | -4 | -15
CC(C)c1ccc(C2(C)NC(=O)N(C(C)C(=O)Nc3ccc(N4CCOCC4)cc3)C2=O)cc1 (configuration not stated) | 1 | 6 | 1.6 | 2 | x | -21 | 1 | -3 | x
COCCn1nnnc1C(c1cc2cc(OC)c(OC)cc2[nH]c1=O)N1CCN(c2ccc(O)cc2)CC1 (configuration not stated) | -7 | 5 | 0.2 | -5 | 8 | 5 | 23 | -4 | -12
CCOc1ccc(NC(=O)CSc2nnc(CNC(=O)c3ccco3)o2)cc1 | -4 | 3 | -0.1 | -2 | -1 | -20 | 12 | 7 | 3
O=C(CCC1CCCN(C(=O)CCN2CCCCC2=O)C1)NCc1ccccc1F (configuration not stated) | -7 | 0 | 0.2 | -7 | -20 | -25 | 18 | -6 | -8
Cc1cccc(C(=O)NCCc2nnc(SCC(=O)Nc3cccc(C(=O)O)c3)n2C)c1 | 1 | 3 | 0.6 | 2 | x | -11 | -1 | 0 | x
CCN1CCc2nc3sc(C(=O)N4CCc5ccccc5C4)c(N)c3cc2C1 | -10 | 80* | 0.1 | -1 | -15 | 14 | -14 | -1 | -11
CC(Sc1nnc(C2CC2)n1C1CC1)C(=O)NC1(C#N)CCCCC1 (configuration not stated) | -1 | -2 | -0.4 | 14 | -19 | -5 | -17 | -10 | -4
CN(CC(=O)Nc1ccc(Cl)c(C(F)(F)F)c1)C(=O)c1ccc2c(c1)NC(=O)CS2 | -8 | 23 | 2.5 | -10 | 5 | 7 | -4 | 2 | -8
CCC(C(=O)NCCc1ccc(OC)c(OC)c1)n1nc(C)n2c(cc3occc32)c1=O (configuration not stated) | -2 | 4 | 1.4 | -10 | -8 | -37 | 16 | -4 | 4
CC1CCCC(C)N1C(=O)COC(=O)c1cccs1 (configuration not stated) | -5 | 3 | 0.6 | -11 | -3 | -5 | 10 | -3 | 0
O=C(CSC1=NS(=O)(=O)c2cc(Cl)ccc2N1)NCc1ccccc1 | -3 | 0 | 0.7 | -5 | -4 | 3 | 12 | -8 | -1

An excerpt of these results, as tab-separated lines.
SMILES	CHRM1 agonist	TAAR1 ag	CHO-K1 Ca ag	CHO-K1 Ca antag	CHO parental Ca	TAAR1 antag	CHO-K1 Ca PAM	M1 antag	OXTR potentiator
Nc1ccc(C(=O)N/N=C/c2cn(Cc3cccc(F)c3)c3ccccc23)cc1	-3	-1	2.2	-6	x	22	7	1	x
CCN(C(=O)COC(=O)c1ccc(SC)cc1OC)C1CCS(=O)(=O)C1 (configuration not stated)	-7	1	2.3	-5	-9	-16	13	21	-1
Clc1ccc(OCCCN2CCCCC2)c(Br)c1	-8	6	6.1	0	-8	-16	21	-3	-6
O=c1[nH]c(=S)[nH]c2c1C(c1cccc(C(F)(F)F)c1)OC(CCc1ccccc1)C2 (configuration not stated)	x	4	3.1	-2	x	9	15	x	x
COc1cccc(C(c2sc3ncnn3c2O)N2CCc3ccccc3C2)c1 (configuration not stated)	-8	73*	1.1	-3	-16	-22	8	3	-6
COc1cc2c(cc1NC(=O)Cc1ccc(C)cc1)oc1ccccc12	-7	9	-0.3	-5	-6	-10	12	1	-7
Cc1cc(C)c2cc(CN(CC3CCCO3)C(=S)NCc3ccco3)c(=O)[nH]c2c1 (configuration not stated)	-5	4	1.6	-10	-28	9	8	-8	-12
COc1ccc(C2CC(=O)c3c([nH]c(C(=O)OC(C)C)c3C)C2)cc1OC (configuration not stated)	1	5	2.1	-3	-5	3	6	-5	-8
COC(=O)CN(C#N)c1nc(N(C)C)nc(N(C)C)n1	-4	-2	-0.3	-18	-10	21	-1	-14	0
N=c1scc(-c2ccccc2)n1/N=C/c1ccco1	x	4	x	x	-5	-5	x	x	-4
